Source: PubChem (The Scripps Research Institute Molecular Screening Center)
PLCb3 inh = inhibitors of human phospholipase C beta3 | 370,000 tested, 0.18% active | Q01970 | Purified PLC-beta3, fluorogenic substrate, fluorescence | inhibition, % at 12.2 µM; in the data active = inhibition above about 11%;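 note: 0% = median of compound wells on plate and 100% = full blocker control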
proKLK7 act = proKLK7 (human) activation, primary screen; activation, % at 7 µM; AID 652039; 370,000 tested, 0.9% active; P49862; purified proKLK7, EDANS-DABCYL substrate fluorescence; 100% is mature enzyme control, 0% vehicle;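 active = activation above the mean of all tested compounds plus 3 SD, computed per campaign excluding outliers beyond control limits, cut at about 13% in these data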
ASAP1 inh = ASAP1 ArfGAP inhibition. Q9ULH1. ASAP1-stimulated ARF1 GTP hydrolysis, GDP FP detection. inhibition, % at 16.5 µM. 360,000 tested, 0.19% active. AID 624377; in the data active = inhibition above about 25%;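 note: 0% = vehicle with enzyme and substrate and 100% = no enzyme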
ARFGAP1 inh = inhibits rat ARF GTPase activating protein 1 | inhibition, % at 16.5 µM | Arfgap1-stimulated ARF1 GTP hydrolysis, GDP FP detection | AID 651572 | Q62848 | 360,000 tested, 0.26% active;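 active = inhibition above a per-plate limit, mean inhibition of low control wells plus 3 SD, cut at about 25% in these data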;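 note: 0% = DMSO wells with enzyme and 100% = wells lacking Arfgap1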
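Material: truncated rat Arfgap1 GAP domain; Incubation: compound-enzyme preincubation 20 min, reaction 120 min, detection 60 min, 25 °C; Read-out: percent inhibition of Arfgap1-stimulated GTP hydrolysis; Technique: FP, GDP Alexa 633 tracer displaced from anti-GDP antibody, 620/688 nm; Controls: No-Arfgap1 wells (100%) versus DMSO full-reaction wells (0%); Replication: single well per compound.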
UHRF1 binding = blocks human UHRF1 binding to methylated DNA. Q96T88. AID 687016. 370,000 tested, 0.75% active. inhibition, % at 4.4 µM. UHRF1 binding to methylated oligo, TR-FRET; in the data active = inhibition above about 21%;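 note: UHRF1 SRA domain binding a hemimethylated CpG hairpin DNA probe; 0% = median of test compound wells and 100% = reference inhibitor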
ADAM17 inh = inhibitors of human ADAM17. P78536. recombinant ADAM17, EDANS/DABCYL FRET peptide cleavage. inhibition, % at 6.95 µM. 370,000 tested, 0.83% active. AID 720648;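 active = inhibition above the mean of compounds lying between control limits plus 3 SD, set per campaign, cut at about 8.5% in these data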;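 note: 0% = DMSO-only wells as the low control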
DDE Tn6 FP inh = DD(E)-Tn6 binding inhibition, primary FP screen; P02675; Fibrin DD(E) TRITC-Tn6 fluorescence polarization displacement; inhibition, % at 8.3 µM; 370,000 tested, 0.21% active;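 active = inhibition above a per-campaign cutoff: mean of compounds within control limits plus 3 SD, cut at about 15% in these data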;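 note: 0% = median of all compound wells on the plate and 100% = blocking peptide control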
Target sequence (P02675 whole entry, looked up): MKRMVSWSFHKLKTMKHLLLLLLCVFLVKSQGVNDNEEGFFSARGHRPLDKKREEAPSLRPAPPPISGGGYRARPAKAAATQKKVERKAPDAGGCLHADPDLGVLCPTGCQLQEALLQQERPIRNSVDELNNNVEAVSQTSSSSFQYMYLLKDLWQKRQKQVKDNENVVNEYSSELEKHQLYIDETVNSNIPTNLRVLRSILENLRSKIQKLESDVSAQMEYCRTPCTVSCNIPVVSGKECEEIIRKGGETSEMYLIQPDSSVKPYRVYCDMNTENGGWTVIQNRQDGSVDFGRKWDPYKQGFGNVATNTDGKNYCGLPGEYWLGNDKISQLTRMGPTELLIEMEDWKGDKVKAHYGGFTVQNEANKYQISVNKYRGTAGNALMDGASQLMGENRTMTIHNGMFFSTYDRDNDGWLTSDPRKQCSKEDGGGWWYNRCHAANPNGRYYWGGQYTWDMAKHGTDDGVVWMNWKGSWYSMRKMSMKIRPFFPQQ
MBD2 DNA inh = inhibitors of human MBD2 binding to methylated oligonucleotide; TR-FRET; inhibition, % at 4.4 µM; 370,000 tested, 0.31% active; in the data active = inhibition above about 13%
Target sequence (Q9UBB5 whole entry, looked up): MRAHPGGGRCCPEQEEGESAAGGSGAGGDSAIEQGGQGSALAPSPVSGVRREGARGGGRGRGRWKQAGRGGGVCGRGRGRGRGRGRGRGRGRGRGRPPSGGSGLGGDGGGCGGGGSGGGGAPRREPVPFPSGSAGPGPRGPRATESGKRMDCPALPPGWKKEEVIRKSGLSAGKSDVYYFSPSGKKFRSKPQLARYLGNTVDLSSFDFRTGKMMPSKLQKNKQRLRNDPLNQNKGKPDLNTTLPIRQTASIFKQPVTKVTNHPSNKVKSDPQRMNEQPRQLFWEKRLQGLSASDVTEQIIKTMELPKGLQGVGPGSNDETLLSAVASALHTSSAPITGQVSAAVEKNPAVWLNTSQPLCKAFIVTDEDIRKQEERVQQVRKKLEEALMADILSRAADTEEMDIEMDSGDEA
PLCg1 inh = PLC-gamma1 (human) inhibition, primary screen. 370,000 tested, 0.84% active. AID 720700. P19174. purified PLC-gamma1, fluorogenic substrate, fluorescence. inhibition, % at 12.2 µM; in the data active = inhibition above about 9.5%
DDE Tn7 FP inh = disrupts Tn7 cyclic peptide binding to fibrin D-Dimer-E complex; P02675; FP displacement of FITC-Tn7 peptide from fibrin DD(E); 0% = median of compound wells per plate; inhibition, % at 8.3 µM; 370,000 tested, 0.13% active;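 active = inhibition above the mean of compounds falling within the control limits plus 3 SD of them, cut at about 14% in these data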;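 note: 0% = plate median of compound wells and 100% = 10 µM Aha-Tn7 peptide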
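Assay system: human fibrin DD(E). Input: DD(E) 2 µM final. Medium: Tris buffer with calcium and detergent, pH 7.8. Compound dosing: single point at 8.3 µM. Timing: 10 min plus 3 h, room temperature. Technique: fluorescence polarization of the labelled Tn7 tracer. Read-out: percent inhibition. Replicates: singlicate testing.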
* = called active by the depositor.

SMILES	PLCb3 inh	proKLK7 act	ASAP1 inh	ARFGAP1 inh	UHRF1 binding	ADAM17 inh	DDE Tn6 FP inh	MBD2 DNA inh	PLCg1 inh	DDE Tn7 FP inh
O=C(NCc1ccc(Cl)cc1)C(=O)NCC(c1ccco1)N1CCOCC1 (stereo unspecified)	-7.1	0.0	5.7	29.7*	3.7	0.8	-3.5	7.1	5.3	-4.5
CN(C)CCN1C(=O)C(=O)/C(=C(/O)c2ccc(OCc3ccccc3)cc2)C1c1ccncc1 (stereo unspecified)	1.7	0.2	3.0	0.7	0.9	-3.3	-0.1	-3.1	0.8	3.4
COc1cccc(C(=O)Oc2cc(N)n(S(=O)(=O)c3ccc(C)cc3)n2)c1OC	0.8	0.5	0.4	7.5	-2.1	-0.8	-5.1	-5.4	0.8	0.3
O=C(N/N=C/c1ccc(F)cc1)c1ccncc1	-0.4	0.1	-3.1	6.0	0.0	-1.6	-8.2	-4.5	0.4	-3.0
O=C(CCl)Nc1cccc(S(=O)(=O)NC2=NCCCCC2)c1	-3.0	0.5	1.5	-2.3	-2.5	0.4	10.4	-2.5	-0.2	10.3
CC(C(=O)NCC1CCCO1)c1ccc([N+](=O)[O-])cc1 (stereo unspecified)	4.2	-0.1	-8.3	-6.5	-3.2	3.9	3.4	-5.4	3.7	-3.2
CCOC(=O)c1sc(Nc2cccc(Cl)c2)nc1C	-61.2	-2.6	-5.5	6.4	3.2	-7.9	5.5	-1.9	-39.4	2.0
Cc1sc2nc(CSCC(=O)N(C)CC(=O)Nc3ccc(F)cc3)[nH]c(=O)c2c1C	-26.5	-2.1	5.2	2.1	-5.5	-10.5	3.9	0.9	-31.1	1.7
CCC(Sc1nc2ccccc2s1)C(=O)Nc1cc(C)on1 (stereo unspecified)	-1.2	-0.6	9.4	-10.1	1.7	-1.9	2.6	3.8	-0.8	-5.4
CN=C1C=C/C(=N/N=c2\ccn(O)cc2C)C=C1C	1.5	-0.2	-11.6	-3.9	-33.9	5.8	-4.2	-36.8	1.3	0.2
C=CCn1c(SCC(=O)O)nnc1-c1ccc(C(C)(C)C)cc1	3.9	0.5	-1.3	-9.4	-1.7	-0.8	0.1	-0.7	2.3	0.7
COC(=O)c1nn(-c2ccccc2)c(Cl)c1/C=N/O	-5.2	-0.3	-6.9	2.3	-0.7	1.6	-4.3	-1.0	3.4	-0.2
O=C(CN1C(=O)CCSc2ccc(S(=O)(=O)N3CCOCC3)cc21)Nc1cccc(F)c1	-112.5	0.0	-1.4	-6.0	4.7	-1.1	-4.9	2.8	7.6	-5.3
O=C(O)CCN1C(=O)c2ccc(NC(=O)CSc3ccccc3)cc2C1=O	-1.6	-0.5	-5.8	0.8	-1.4	-0.2	3.5	-5.2	0.5	5.7
O=[N+]([O-])c1cccc(-c2nnc3cccc(Cl)n23)c1	-1.1	-0.2	-3.0	-3.9	-2.1	0.8	-8.1	2.5	-0.5	-1.1
COC(=O)C(CC(C)C)NC(=O)/C=C/c1ccc(Cl)cc1 (stereo unspecified)	3.3	0.3	-9.3	-16.8	-3.0	2.1	3.2	-2.6	3.5	-3.9
CCc1ccc(-c2nc3ccc(Br)cc3c(C(=O)O)c2C)s1	-91.3	3.2	9.5	14.9	3.5	-147.5	-2.0	2.5	-61.5	1.2
CC[C@H](C)[C@H]1CNC(=S)N1CC1CCN(CCC23CC4CC(CC(C4)C2)C3)CC1	-1.6	0.0	-10.9	-2.8	0.5	0.2	7.7	2.2	0.0	10.2
O=C(c1ccc(Cl)cc1)N1CCCC(C(=O)N2CCCCC2)C1 (stereo unspecified)	-6.0	0.0	-10.0	0.2	0.2	-4.2	3.1	0.0	-3.1	-6.2
O=C(NCCCN1CCOCC1)/C(=C/c1cccnc1)NC(=O)c1ccccc1	-3.6	-0.2	-1.1	-4.3	-0.3	-4.6	0.7	-1.2	0.3	-3.6
O=S(=O)(c1ccc2c(c1)OCCO2)N1C[C@@H]2C[C@H]1CN2S(=O)(=O)c1c(F)cccc1F	3.0	0.3	-10.1	-2.3	-2.1	-3.3	1.2	0.2	-1.1	3.8
C#CCN(C(=O)Nc1ccccc1)c1ccccc1	0.4	0.0	-7.8	-0.9	6.6	0.5	-1.1	6.0	1.5	7.0
N#Cc1ccccc1S(=O)(=O)Nc1ccc2c(c1)OCCO2	-4.7	0.3	12.8	-8.6	-1.6	-2.2	-1.2	-2.2	5.6	-2.5
O=C(Nc1cccc(O)c1)c1ccccc1[N+](=O)[O-]	2.8	0.2	1.1	-6.6	0.4	-1.5	12.3	-3.6	0.1	1.7
Cc1ccc(C)c(S(=O)(=O)N2CCN(C(=O)CSc3ccccc3F)CC2)c1	-1.9	-0.2	12.1	5.6	-3.2	-0.9	-11.4	-3.4	0.1	-4.1
COc1ccc(NC(=O)c2n[nH]c(=O)c3ccccc23)cc1S(=O)(=O)N1CCCCC1	3.1	0.1	-0.3	-9.1	1.7	2.5	-5.9	5.5	1.9	-3.1
CCN(CC(=O)NCc1cccs1)C(=O)/C=C/c1ccc(Cl)c(Cl)c1	-5.9	0.5	-13.9	0.9	-1.7	-2.1	5.6	0.5	-2.6	-1.2
CCOc1ccc(NC(=O)Nc2ccccc2C(N)=O)cc1	3.2	0.8	2.9	-8.7	-0.2	-0.3	-2.1	-4.3	0.7	-3.9
O=C(Cc1ccccc1)O/N=C1\CCCc2ccccc21	-10.6	-0.3	26.1*	-3.6	7.9	0.8	-3.4	3.4	7.3	-0.9
CCn1c(CSc2nnc(-c3ccc4c(c3)OCO4)o2)nc2cc(S(=O)(=O)N(C)C)ccc21	-34.3	-1.4	-2.1	-5.2	0.3	-9.3	-3.3	-1.6	-26.2	-0.4
CC(C)(C)N/N=C/c1c(O)n(-c2ccc(Cl)cn2)c(=O)c2ccccc12	-71.6	0.9	-4.2	-5.0	11.9	-27.9	1.0	5.9	-75.8	-1.2
O=C(OCC(=O)N1CCCc2ccccc21)c1ccc(Br)o1	-2.0	0.2	6.6	7.1	-1.3	-2.0	1.5	-5.2	-1.4	-4.8
COc1cc(SC)ccc1C(=O)N(Cc1ccccc1)c1ccccn1	2.4	0.5	9.9	0.2	2.4	-0.9	1.4	3.2	1.5	-2.2
O=C(c1ccc(Cl)c(S(=O)(=O)N2CCOCC2)c1)N(c1ccccn1)C1CCCCC1	-4.1	0.3	-10.6	-6.8	-2.8	-3.2	-6.3	-5.6	0.7	2.8
CC(=O)Nc1c(-c2ccc3ccccc3c2)nc2ccccn12	-176.3	3.9	-3.4	0.5	-2.7	-123.4	-5.7	-0.5	-117.7	-8.9
O=C(NNC(=O)c1ccco1)c1cccc(Br)c1	-4.6	0.3	-6.6	-2.4	0.0	-0.2	3.8	-0.8	-1.7	0.1
COC(=O)c1ccccc1NC(=O)C1CCC(=O)N1S(=O)(=O)c1ccc(C)cc1 (stereo unspecified)	4.7	0.0	-1.7	3.4	5.3	-0.5	1.4	2.5	0.7	-1.4
O=C(COc1ccc(Cl)cc1Cl)N(c1ccccn1)C1CCCCC1	0.0	-0.1	-15.9	-3.0	5.1	-2.6	2.1	-1.9	1.7	6.9
NC(=S)N/N=C/c1coc2ccc(O)cc2c1=O	-13.1	0.6	-7.1	13.9	-11.3	-0.6	0.0	-2.6	0.8	1.2
C=CCNC(=O)NC(=O)COC(=O)/C(C#N)=C/c1ccc(OC)cc1	-5.6	0.2	-12.4	-0.5	-1.6	-2.7	2.0	1.1	-3.7	4.0
Cc1onc(-c2ccccc2)c1-c1csc(N/N=C/c2ccccc2)n1	-50.1	-5.0	-2.0	7.5	3.1	1.9	-6.5	2.6	-35.7	7.1
COc1ccccc1/C=N/OC(=O)c1ccc(C)cc1	-0.3	-0.4	16.6	13.8	-0.2	0.0	-1.1	5.4	2.7	-6.0
O=C(c1cccs1)N1CCN(c2nc3c(F)cc(F)cc3s2)CC1	-6.8	0.1	17.0	13.3	-1.3	-1.4	-3.3	0.6	-2.4	-5.3
O=c1cc(CN2CCN(c3cccc(C(F)(F)F)c3)CC2)nc2sccn12	-15.1	0.5	-0.2	-2.5	2.3	-8.2	0.2	3.0	-2.5	0.3
CCn1c(=O)c2ccccc2n(Cc2cccc(C)c2)c1=O	-6.0	-0.1	-8.5	-12.1	-3.5	-3.8	7.9	-7.5	-0.1	2.0
CC(C)N(O)C(=O)NC(C)(C)C	1.4	-0.2	4.4	-8.6	-1.3	0.4	2.7	-3.7	2.1	-0.2
S=C(NCc1ccc2c(c1)OCO2)NCc1ccco1	-4.7	-0.1	-8.2	2.1	-2.8	-6.0	1.2	3.6	-3.5	4.8
O=C(N/N=C/c1cc(Cl)cc([N+](=O)[O-])c1O)C1CC1	-7.7	-0.3	10.6	2.3	-13.8	-1.0	-5.0	-19.0	-1.3	-0.2
CN(c1ccccc1)S(=O)(=O)c1cccc(NC(=O)CSc2nnc(N)s2)c1	0.4	0.1	-2.7	6.7	0.8	-3.1	1.3	-5.8	2.2	-0.7
O=C1NC(=S)S/C1=C\c1coc2ccccc2c1=O	-18.0	3.5	-9.8	-4.0	-2.2	-1.0	0.3	-0.4	-17.8	2.5
CCc1nc2ccc(C(=O)Nc3ccc4c(c3)OCC(=O)N4)cn2c1N(C)Cc1nccn1C	-0.7	0.3	3.0	-5.2	1.0	3.9	-1.4	2.5	6.5	-3.9
CCNc1nc(N)nc(Oc2ccc(OCCOc3ccccc3)nn2)n1	2.4	-0.4	3.3	-4.7	10.8	-5.9	-10.1	7.3	6.2	0.5
CCOC(=O)NN1C(=O)c2ccccc2NC1c1ccccc1F (stereo unspecified)	-313.9	6.4	6.5	6.0	-0.2	-199.8	3.1	-0.1	-244.3	-6.4
CC1CCc2nc(NC(=O)CSc3nc4ccccc4o3)sc2C1 (stereo unspecified)	-2.2	-0.5	-0.4	-4.8	-0.2	-0.9	6.7	-1.4	-2.1	5.2
